Screening data from PubChem.
AI-2 QS modul – Vibrio harveyi AI-2 quorum sensing modulators, primary screen, JMH597 strain, luminescence/OD600 ratio | AID 2094, 2009 | activity change, % at 7.5 µM | 0.4% of 300,000 active | Vibrio harveyi JMH597 AI-2 luminescence/OD600 ratio, 9 h; stronger effect = lower value; strain lacks LuxN and CqsS sensors; 0 = neutral-control median; in the data active means activity change below about -75%, passing the limit was not always enough; inconclusive means no clear call, values can overlap the other calls;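 further: luminescence divided by OD600 gain over 9 h not by final OD600 alone; inactives centre near 13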
HSP90 refold inh – HSP90 inhibitors, primary screen, cell lysate, luminescence | Rabbit reticulocyte lysate, luciferase refolding luminescence, 3 h | Heat shock protein HSP 90 (rabbit reticulocyte lysate; luciferase refolding) | inhibition, % at 5.6 µM | 0.91% of 290,000 active | AID 1789, 2009;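 active means inhibition above the screen-wide mean plus 3 SD, computed separately per campaign, cut at about 16% in these data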;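 further: 0% = DMSO wells and 100% = 60 µM geldanamycin wells; inhibitors lower the luminescence because luciferase stays unfolded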
HSF1 activator – HSF-1 activators, primary screen, NIH3T3-HGL cells, MG132 stress, luminescence, single point. NIH3T3-HGL HSF-1 luciferase reporter, 8 h; 100% = twice DMSO control signal. activation, % at 9 µM. 1.7% of 300,000 active. AID 504408, 2011;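 active means mean replicate activation of at least 50% with a set share of replicates each reaching 50%; inconclusive means only one of those two conditions met; inactive means mean below 50% and too few replicates reaching it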;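 further: 0% = median of the neutral control wells and 100% = twice that signal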
HSF1 inh – HSF1 inhibitors in luciferase reporter cells, primary screen, cell-based, NIH3T3, luminescence | NIH3T3-HGL HSE-luciferase, MG132-induced, luminescence 8 h; stronger effect = lower value | activity change, negative = inhibition, % at 7.5 µM (by protocol) | 0.77% of 300,000 active | AID 2098, 2009;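 active means more than half of replicate wells show activity change below -50%, luminescence cut by over half; inconclusive means some wells, but at most half, below -50%; inactive means no replicate well below -50%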;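 further: luciferase reports HSF-1 transcriptional activity via heat shock element; 0% = median of DMSO wells and -100% = zero luminescence signal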
Platelet DG rel – inhibitors of platelet dense granule secretion, primary screen, cell-based, MLPCN, human platelets; human platelet-rich plasma, SFLLRN dense granule ATP release, luminescence; inhibition, %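 (compounds screened at 7.5 µM in platelet-rich plasma)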; 0.22% of 300,000 active; AID 1663, 2009;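 active means mean replicate score, as percent of positive control, at or above 50; inconclusive means mean below 50 but at least one replicate at or above 50; inactive means mean and every replicate below 50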
KLF5 inh – KLF5 expression inhibitors, primary screen, DLD-1 cells, luminescence | DLD-1 KLF5 promoter-luciferase reporter | inhibition, % at 5 µM | 0.23% of 290,000 active;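 active means inhibition above a per-plate limit of that plate's mean compound inhibition plus 3 SD, cut at about 60% in these data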;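 further: 0% = DMSO wells and 100% = LY294002 at 200 µM; higher means less KLF5 promoter-driven luciferase light; inactives centre near -14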
IEC-6 cytotox – cytotoxicity in IEC-6 intestinal epithelial cells, primary screen, cytotoxicity control for KLF5 inhibitor project, cell-based, luminescence; AID 1825, 2009; IEC-6 cytotoxicity, luminescence viability; inhibition, % at 5 µM; 0.78% of 290,000 active; in the data active means inhibition above about 22%;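 further: 0% = plate median of test compound wells and 100% = cytotoxic reference compound wells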
aSyn UTR inh – MLPCN primary screen, SNCA 5' untranslated region | alpha-synuclein 5'UTR reporter, inhibitor activity | 0.82% of 300,000 active | inhibition, % (tested at 7.5 µM); in the data active means inhibition above about 60%; inconclusive means no clear call, values can overlap the other calls;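 further: H4 neuroglioblastoma cells stably carrying SNCA 5'UTR luciferase fusion; 0% = DMSO wells and 100% = positive control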
HDAC3 inh – HDAC3 deacetylase inhibitors, primary screen, biochemical, fluorescence, cell-free homogeneous | Histone deacetylase 3 (Homo sapiens), O15379 | recombinant HDAC3, fluorogenic peptide/trypsin coupled | inhibition, % at 8.3 µM | 0.15% of 320,000 active; in the data active means inhibition above about 26%, passing the limit was not always enough; inconclusive means no clear call, values can overlap the other calls
Target sequence (O15379 whole entry, looked up): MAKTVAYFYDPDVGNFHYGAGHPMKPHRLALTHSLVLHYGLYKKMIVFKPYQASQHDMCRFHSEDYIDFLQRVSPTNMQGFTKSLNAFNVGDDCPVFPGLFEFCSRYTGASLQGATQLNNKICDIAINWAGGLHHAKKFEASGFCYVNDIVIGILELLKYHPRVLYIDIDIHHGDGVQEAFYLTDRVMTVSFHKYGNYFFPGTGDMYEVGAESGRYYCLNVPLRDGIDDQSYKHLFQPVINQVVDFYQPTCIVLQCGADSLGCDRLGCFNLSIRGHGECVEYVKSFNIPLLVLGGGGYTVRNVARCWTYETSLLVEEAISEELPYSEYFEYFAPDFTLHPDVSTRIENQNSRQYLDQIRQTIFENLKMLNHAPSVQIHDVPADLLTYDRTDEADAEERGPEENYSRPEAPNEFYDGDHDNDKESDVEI
HIF activator – HIF pathway transcriptional activators, primary screen, cell-based, U2OS HRE-luciferase, luminescence | U2OS HRE-luciferase reporter; normalized: DMSO 0%, desferrioxamine 100% | activation, % at 7.5 µM (by protocol) | 0.32% of 300,000 active | AID 1910, 2009;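 active means mean activation of at least 10% of the iron chelator positive control signal, with at least half of replicates also reaching 10%; inconclusive means mean and replicate majority disagree about reaching 10%; inactive means mean and most replicates under 10%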
An asterisk follows results filed as active; ? = inconclusive; . = not tested or not shown.

SMILES | AI-2 QS modul | HSP90 refold inh | HSF1 activator | HSF1 inh | Platelet DG rel | KLF5 inh | IEC-6 cytotox | aSyn UTR inh | HDAC3 inh | HIF activator
Cc1noc(NS(=O)(=O)c2ccc(N3Cc4ccccc4C3=O)cc2)c1C | 26 | -4 | -89 | -85* | -1 | -11 | -1 | -11 | 1 | -0.2
CC1CCCCN1S(=O)(=O)c1ccc(C(=O)N2CCOCC2)cc1 (centres undefined) | 26 | 1 | 4 | -9 | -25 | -33 | 0 | -17 | 0 | -0.2
CCCc1nnc(SCC(=O)N2CCCC2)n1Cc1ccco1 | 4 | -1 | 5 | -5 | 1 | -11 | 1 | 0 | 1 | -0.5
O=C(Nc1ccccn1)c1ccc(Cl)c(S(=O)(=O)N2CCCCCC2)c1 | 40 | . | 28 | 20 | 9 | . | . | -81 | . | 2.4
Cc1cc(OCC(=O)Nc2cccnc2)c2c(C)cc(=O)oc2c1 | 22 | -1 | 5 | 6 | 8 | -16 | 3 | 19 | -23 | -0.4
Oc1ccc(/C=N/n2c(COc3ccccc3)n[nH]c2=S)cc1O | 14 | -10 | -2 | -13 | 0 | -32 | -5 | 18 | 6 | -1.0
CC(C)CCC1(CCNC(C)c2cccs2)CCOC(C)(C)C1 (centres undefined) | 13 | 4 | 8 | 2 | -22 | -32 | 0 | 4 | -13 | -0.1
CCN1CCN(Cc2ccc(NC(=O)c3cc(NC(=O)c4cnnc5ccccc45)cc(OC)c3)cc2C(F)(F)F)CC1 | -3 | . | -10 | 3 | 10 | . | . | -13 | 10 | 0.4
CCNc1nc(NC(C)C)nc(N(C#N)Cc2ccccc2)n1 | 31 | 4 | 21 | 6 | -10 | -36 | 0 | 26 | 4 | 0.0
CCCn1c(N)c(C(=O)CSc2nc3ccccc3s2)c(=O)[nH]c1=O | 19 | 3 | 7 | 9 | -7 | 2 | 4 | 35 | 2 | 0.4
CCCCN1CN(Cc2ccccc2)CNC1=S | 12 | -6 | 20 | -3 | -7 | 3 | -3 | 11 | -2 | 0.2
Cc1ccc(C2=N/C(=C/N3CCOCC3)C(=O)O2)cc1 | 15 | -3 | 30 | 25 | -1 | -93 | 2 | -100 | 1 | 3.2
COc1ccc(CCN(Cc2cccs2)S(=O)(=O)c2ccc(-n3cnnn3)cc2)cc1OC | . | -2 | . | . | . | 2 | -15 | . | 3 | .
Nc1ccc(Cl)c[n+]1Cc1cccc2cccnc12 | 8 | 3 | -6 | 1 | 5 | -12 | -2 | 17 | . | -0.2
Cc1nc2ccccc2c(=O)n1-c1ccc(F)c(NC(=O)c2cccs2)c1 | 19 | . | 2 | -5 | -23 | . | . | 9 | -6 | -0.3
Cc1ccc(NC(=S)NC(=O)C2CCC2)cc1C | 7 | -6 | -64 | -59* | 11 | -108 | -7 | -95 | 6 | 3.1
O=C1O/C(=C\c2ccccc2)c2ccccc21 | 3 | -1 | 5 | 16 | -6 | -7 | 9 | -14 | 2 | 0.9
CC1=C([N+](=O)[O-])C(c2ccc(Cl)cc2)NC(=O)N1C (centres undefined) | . | 0 | 4 | 9 | 6 | -8 | 7 | 2 | -2 | -0.3
Cc1sc(N)nc1-c1ccc(Oc2ccccc2)cc1 | -27 | -2 | -6 | 3 | 2 | -19 | -5 | -46 | 10 | 2.4
O=C(Cc1cccc(F)c1)N1CCCC(CO)(Cc2ccc(F)cc2F)C1 (centres undefined) | 18 | -3 | 6 | 9 | -10 | -26 | 0 | 1 | -1 | -1.0
Cc1cc2ncn(C(=O)N3CCCC3)c2cc1C | 18 | 0 | -9 | 2 | 1 | -62 | 1 | 7 | 0 | -0.2
NC1=NC[C@H](c2ccccc2)N1CCCCC1CCCCC1 | 33 | . | 2 | 1 | -2 | . | . | -2 | -1 | 0.3
CC1CCC2C(=O)N(c3ccc(NC4CCCCC4)c([N+](=O)[O-])c3)C(=O)C2C1 (centres undefined) | 20 | 0 | 9 | 8 | -7 | -29 | 5 | 16 | 5 | -0.2
OC(CN1C2=NCCN2c2ccccc21)c1ccc(Br)cc1 (centres undefined) | -7 | -2 | 5 | 4 | 7 | -7 | -3 | 3 | -8 | -0.5
Cc1ccc(-n2ncc(C(=O)NCC3CCN(C4CCCC4)C3)c2C2CCN(C(=O)OC(C)(C)C)CC2)cc1 (centres undefined) | 15 | -3 | 10 | 4 | 1 | -15 | -10 | -2 | 1 | -0.3
CCCC(=O)Nc1ccc(OCC(=O)OC)cc1 | 11 | 1 | -10 | 5 | -2 | -36 | -1 | -2 | 4 | 0.7
CCOC(=O)C1(CCc2ccccc2)CCN(Cc2ccc(OC)cc2)CC1 | 2 | 1 | -3 | -1 | 11 | -30 | 1 | -45 | -2 | 0.2
Cn1c(SCc2ccccc2Cl)nnc1-c1cnccn1 | 10 | -1 | 35 | 26 | 3 | -84 | 5 | -92 | -6 | 5.2
Cc1occc1C(=O)Nc1ccc(OCc2ccccc2)cc1 | 2 | 2 | 56* | 39 | 33 | -109 | 9 | -147 | -4 | 3.3
O=C(O)c1ccc(CNC(=S)Nc2ccccc2)cc1 | 33 | -1 | -7 | -6 | 2 | -28 | 0 | 4 | 0 | -0.1
CCOC(=O)c1c(C)nc2ncccn12 | 7 | -4 | -3 | -2 | 9 | -11 | 3 | 13 | -33 | -0.3
Cc1c(NC(=S)N/N=C/C=C/c2ccc([N+](=O)[O-])cc2)c(=O)n(-c2ccccc2)n1C | 6 | 1 | 5 | 4 | 4 | -7 | -2 | 27 | 3 | 0.1
O=C(CCN1C(=O)c2ccccc2C1=O)Nc1sc2c(c1C(=O)NCC1CCCO1)CCC2 (centres undefined) | 8 | 2 | ? | 11 | -2 | -19 | 4 | 16 | 4 | -0.2
CCC1c2ccc(C)n2CCN1C(=O)Nc1ccc(F)cc1 (centres undefined) | 16 | 3 | 14 | 10 | -1 | -39 | -4 | -50 | -3 | 0.3
O=C(NCC1CCCO1)c1cc(Br)c(Br)s1 (centres undefined) | 19 | -2 | 40 | 13 | 0 | -30 | 5 | -31 | 11 | 0.7
CCOc1ccc(NC(=O)C2CCCN(S(=O)(=O)c3ccc4[nH]c(=O)ccc4c3)C2)cc1 (centres undefined) | 29 | 1 | 4 | 3 | 3 | -8 | 0 | 12 | 9 | -0.4
CCCCn1c(=O)c(F)cn(Cc2ccc(OC)c([N+](=O)[O-])c2)c1=O | 21 | -1 | 12 | 2 | -1 | -18 | 1 | -7 | -5 | -16
Cc1nnc(SCC(=O)NCc2ccco2)n1Cc1ccccc1 | 6 | 2 | -7 | 0 | -20 | -39 | 1 | 11 | -6 | -0.4
COc1cc(C2=Nc3c(c(C)nn3-c3ccccc3)P(=O)(N3CCOCC3)O2)cc(OC)c1OC (centres undefined) | 10 | -2 | 5 | -5 | -4 | -18 | -5 | -10 | 1 | .
CCc1nnc(NC(=O)CSc2nnc(Cc3ccccc3)n2-c2ccccc2)s1 | 19 | 0 | -13 | -2 | 4 | -12 | 0 | -4 | -5 | -1.1
CCOc1ccccc1CN1CCN(C/C=C/c2ccc(OC)cc2)CC1CCO (centres undefined) | -7 | 6 | -2 | 2 | 6 | 10 | 11 | 4 | -1 | 3.7
O=c1c2c([nH]c3ccccc13)CCCC2 | 42 | 2 | 3 | -8 | 5 | -3 | 10 | -22 | -9 | -0.1
COc1ccc(C2/C=C\CN(S(=O)(=O)/C=C/c3ccccc3)CC(=O)N2Cc2ccc(F)cc2)cc1 (centres undefined) | 27 | . | . | 1 | -2 | . | . | 33 | 6 | 0.2
COc1ccc(C(C)=O)cc1CSc1nnc(-c2ccncc2)n1C | 10 | -1 | 14 | -5 | 7 | -24 | 3 | 11 | -4 | -0.6
Cc1ccc(S(=O)(=O)N(CC(=O)Nc2cccc(C(F)(F)F)c2)C(=O)N2CCN(C)CC2)cc1 | 29 | . | -12 | -4 | -26 | . | . | -2 | -4 | -0.5
COc1ccccc1N=Cc1c(O)c2ccccc2oc1=O | 5 | -1 | -2 | 2 | ? | -21 | -4 | 4 | -2 | -1.0
CC(C)OC(=O)C(CC(=O)O)N1CCOCC1 (centres undefined) | 4 | 0 | 3 | -10 | -3 | -8 | -7 | -10 | -1 | -0.1
CC(C)(C)OC(=O)NC(Cc1ccccc1)C(=O)N1CCC(C(=O)NCC(=O)Nc2ccc(F)cc2)CC1 (centres undefined) | 14 | -2 | 13 | 5 | -1 | -3 | 4 | -12 | 8 | -0.2
Cn1cccc1Cc1nnc(SCC(=O)NC2CCCCC2)n1CCc1ccccc1 | 13 | -6 | -9 | -6 | -1 | 7 | -5 | 4 | -3 | -0.2
O=C(COc1ccc2ccccc2c1)NCC(=O)N/N=C/c1ccco1 | 18 | -3 | 1 | 3 | -9 | -19 | 2 | 1 | -2 | 0.3
CC(C)CNC(=O)CCCc1c[nH]c2ccccc12 | 17 | 4 | -2 | -2 | -3 | 17 | -4 | -9 | 3 | 0.3
O=C(Nc1ccc(Cl)cc1)c1csc(-c2ccncc2)n1 | 14 | -1 | 8 | 5 | -3 | -19 | 2 | -66 | 3 | 0.2
CC(C)CCNC(=O)NC(=O)COC(=O)CCN=C1NS(=O)(=O)c2ccccc21 | 50 | 3 | -1 | 0 | -1 | -4 | 4 | 1 | -9 | 0.1
Cc1ccc(C(=O)NCCc2cccs2)cc1 | 30 | 55* | -34 | -23 | -9 | 40 | -3 | 73* | -4 | -3.0
CC1CC(C)CN(C(=O)C2CCN(S(=O)(=O)c3cccs3)CC2)C1 (centres undefined) | 13 | 0 | 37 | 5 | -1 | -34 | -3 | 8 | 0 | 0.0
Cc1cccc(-c2nnn(CC/C(N)=N/O)n2)c1 | 23 | 0 | 6 | -5 | -1 | 7 | -5 | -36 | -1 | 0.6
CCOC(=O)C(=Cc1ccc(Br)cc1)C(=O)OCC | 16 | 6 | 148* | 113 | 4 | 4 | 19 | -121 | 3 | -8.1
COc1ccc(C(=O)NCCSCc2ccccc2C)cc1 | 2 | -1 | 5 | -4 | 0 | -27 | -2 | -2 | 3 | -0.5
COc1ccc(CN2CCOCC2)cc1 | 3 | -2 | -10 | -9 | 13 | -22 | 3 | -3 | 2 | 0.1
COc1ccc(OCc2cc(C(=O)NCC3CCOCC3)no2)c(Cl)c1 | 9 | 0 | -1 | 16 | -1 | -52 | -1 | -140 | 2 | 4.3
